# Assay outcomes deposited in PubChem by National Center for Advancing Translational Sciences (NCATS).
# BRCA1 expr up: BRCA1 expression activation; 1.1% of 380,000 active; MCF7-BRCA1-FFLuc reporter, luminescence, 48 h; response scale: scaled: vehicle 0%, 10 µM genistein 100%; AID 624202; Potency, µM (top dose mostly 46.1 µM), inactives show top-dose activation, actives largely listed as activators; active = well fitted activation curve with a large enough effect; inconclusive = small, poorly fitted or top-dose-only effect; inactive = no such curve, though single readings can be large or run the other way; also: nearly all actives have a fitted effect of over 80% in size; some results filed as inactive show a strong effect at the top dose
#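 Reporter cells (MCF7, BRCA1 promoter-firefly luciferase) received library compounds across a concentration series for 48 h. End-point luminescence was measured and concentration-effect curves derived after normalization.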
# * = called active by the depositor; ? = inconclusive. Potency is read from the fitted curve at half-maximal effect. The list is partial; count on the stated rates, not on these rows.
SMILES,BRCA1 expr up
COc1ccc(NC(=O)C2Cc3c(-c4ccc5c(c4)OCO5)ccnc3O2)cc1 (centres undefined),-34.7%
CCc1nc2ccc(C(=O)NCCNC(C)=O)cn2c1N(CCC(C)C)CCN(C)C,7.4%
COc1ccc(-c2cnc3c(NC(C)=O)cc(-c4cccc(C(=O)N(C)C)c4)cn23)cc1OC,-12.2%
C[C@@H]1CN([C@H](C)CO)C(=O)CCCn2cc(nn2)CO[C@H]1CN(C)C(=O)Nc1ccccc1C(F)(F)F,14.7%
O=C(Nc1ccccc1Cl)c1cc(C2CCCCN2C(=O)c2ccccc2)on1 (centres undefined),-6.3%
CN(C)c1ccc(C=Nc2ccc(/C=C/c3ccnc4ccccc34)cc2)cc1,8.1%
CCCCCc1c(-c2ccc(F)cc2)ncn1CCc1ccccc1OC,-40.1%
C[C@H]1CN([C@@H](C)CO)S(=O)(=O)c2ccc(Br)cc2O[C@H]1CN(C)C(=O)C1CCC1,11.4%
CC1(C)Cc2cccc(OC(=O)NC3CCCCC3)c2O1,8.8%
CCOC(=O)C1(C)CCCCCN1C(=O)c1csnn1 (centres undefined),7.2%
CN(C)S(=O)(=O)n1cc(/C=C(\NC(=O)c2ccccc2F)C(=O)N2CCCCC2)c2ccccc21,-14.4%
CCc1nc2ccc(C(=O)NCC3CCCCC3)cn2c1N(C)C(=O)c1cccc(OC)c1,0.3%
O=C(NCCc1ccccc1)c1ccc(-c2ccc(F)c(F)c2)c2ccoc12,31.8%
O=C(NCc1ccc(Cl)c(Cl)c1)c1cc(C2CCCCN2C(=O)c2ccccc2)on1 (centres undefined),-56.3%
O=C1c2ccccc2C(c2nnnn2Cc2ccccc2)N1Cc1cccnc1 (centres undefined),3.9%
OC[C@@H]1CN(Cc2ccc3c(c2)OCO3)C[C@H](n2cnc3c(NCc4ccc(F)cc4)ncnc32)O1,-17.6%
Cn1ccc2c(-c3ccc(C(N)=O)cc3)cc3c(c21)C1CCC3O1 (centres undefined),7.7%
C=CCN(CC=C)Cc1cc(=O)oc2ccc3ccccc3c12,-55.9%
COc1ccc(NC(=O)c2ccc3c(c2)CCN3S(C)(=O)=O)cc1,23.5%
COc1cc(C=NCc2ccccc2)ccc1O,1.6%

# Grouped by structure, the entries above containing a Cl atom.
SMILES,BRCA1 expr up
O=C(Nc1ccccc1Cl)c1cc(C2CCCCN2C(=O)c2ccccc2)on1 (centres undefined),-6.3%
O=C(NCc1ccc(Cl)c(Cl)c1)c1cc(C2CCCCN2C(=O)c2ccccc2)on1 (centres undefined),-56.3%

# Continued.
SMILES,BRCA1 expr up
COCCNC(=O)C1(C)CCCN(Cc2ccc(OC)cc2)C1 (centres undefined),10.4%
CC(=O)NC(c1cccc(F)c1)c1nc(-c2ccc(C)c(C)c2)cs1 (centres undefined),0.5%
CC1(C(=O)NS(=O)(=O)c2ccc(F)cc2F)CCN1C(=O)C1CCCCC1 (centres undefined),25.6%
CCN(CC)Cc1cc(Oc2ccc(O)c(CN(CC)CC)c2)ccc1O,-15.9%
O=C(OCc1ccc(Br)cc1)c1cc([N+](=O)[O-])ccc1N1CCOCC1,-64.5%
Cc1ccsc1CNC(=O)C1(C)CCCN1CC(C)C (centres undefined),8.9%
Cc1ccccc1S(=O)(=O)NC(=O)C1(C)CCN1C(=O)CCc1ccc(Cl)cc1Cl (centres undefined),12.3%
CCCc1cc(CN(C)C(=O)c2ccc(OC3CCN(C(C)=O)CC3)c(OC)c2)[nH]n1,-2.5%
O=S1(=O)CC(N2CCN(CCO)CC2)CN1Cc1cn(Cc2cccc(C(F)(F)F)c2)nn1 (centres undefined),4.2%
C(=C1c2ccccc2Oc2ccccc21)c1ccccc1,14.6%
CCC(c1nnnn1-c1ccc2c(c1)OCCO2)N1CCN(CC)CC1 (centres undefined),0.0%
CC1CC(C)CN(C(C(=O)NC2CCCCC2)c2cc3ccccc3o2)C1 (centres undefined),-45.5%
CN1CCN(C2CN(Cc3cn(Cc4cccc(C(F)(F)F)c4)nn3)S(=O)(=O)C2)CC1 (centres undefined),8.9%
CN(Cc1ccncc1)C(=O)[C@@H]1CCCN1C(=O)[C@@H]1CCCN1,6.0%
O=S(=O)(c1cccc2ccccc12)N1CCC2CC1c1cc(-c3ccc4c(c3)OCO4)ccc12 (centres undefined),17.3%
Cc1ccc(S(=O)(=O)CCC(=O)OCCOc2ccc(Br)cc2)cc1,0.8%
Cc1ccc(S(=O)(=O)N2C[C@H]3C(=O)C[C@@H](c4ccccc4)N(S(=O)(=O)c4ccc(C)cc4)[C@H]3C[C@H]2c2ccccc2Cl)cc1,-2.4%
COc1ccc(OC)c(CN2CCN(Cc3ccc(OC)c(OC)c3OC)CC2)c1,-4.6%
CCCCNC(=O)C1(C)CCCCN1C(=O)c1cncc(Br)c1 (centres undefined),18.0%
COCCN1C(=O)CCC1(C)c1nnnn1-c1ccc2c(c1)OCCO2 (centres undefined),15.4%

# 4 entries picked at random from those above, as already listed:
SMILES,BRCA1 expr up
CC1CC(C)CN(C(C(=O)NC2CCCCC2)c2cc3ccccc3o2)C1 (centres undefined),-45.5%
CCC(c1nnnn1-c1ccc2c(c1)OCCO2)N1CCN(CC)CC1 (centres undefined),0.0%
Cc1ccc(S(=O)(=O)CCC(=O)OCCOc2ccc(Br)cc2)cc1,0.8%
Cc1ccc(S(=O)(=O)N2C[C@H]3C(=O)C[C@@H](c4ccccc4)N(S(=O)(=O)c4ccc(C)cc4)[C@H]3C[C@H]2c2ccccc2Cl)cc1,-2.4%

# Further compounds follow:
SMILES,BRCA1 expr up
O=C(NC1CCCCC1)OC1CC2CC1[C@H]1CCCCN1C2=O (some centres undefined),5.8%
COCCCNC1=C(C#N)C(=O)NC2(CCCC2)S1,9.7%
C(=C\c1ccccc1)/CN1CCN(C(CCc2ccccc2)c2nnnn2C2CCCCC2)CC1 (centres undefined),-24.8%
CC(C)C[C@H]1CNC(=S)N1C[C@H]1CCCN1C[C@H](Cc1ccccc1)N1C[C@H](Cc2ccc(O)cc2)N(CC2CCCCCC2)C1=S,-71.4%
CC(=O)NCCNc1nc2cc(-c3cscc3C)sc2c(=O)n1C,-9.3%
CC(C)Nc1nc(Nc2ccc(F)cc2)c2sccc2n1,-18.4%
C[C@@H]1CN([C@@H](C)CO)C(=O)CCCn2nncc2CO[C@H]1CN(C)C(=O)Nc1cccc2ccccc12,-3.3%
O=C1C=C(c2n[nH]nc2-c2ccccc2)C[C@@H](c2ccc(F)cc2)C1,4.7%
CC(=O)Nc1ccc(CNc2nc3cc(-c4ccccc4C)sc3c(=O)n2C)cc1,-47.8%
COCCCN1C(=O)C(CC(=O)NCCCCc2ccccc2)CC(C(=O)N(C(C)C)C(C)C)=C1C (centres undefined),-11.6%
Cc1ccc(Cc2c(-c3ccco3)nc3ccc(Br)cn23)cc1,17.0%
CC1(c2nnnn2Cc2ccccc2)CCC(=O)N1Cc1cccnc1 (centres undefined),16.9%
COc1ccc(Cc2c(-c3ccccc3)nc3cc(C)c(Br)c(C)n23)c(C)c1,-37.8%
O=C1N2CCCCC1(Sc1ccccc1)CCC2 (centres undefined),30.8%
O=C(C[C@H]1C(=O)N(CCc2ccccc2)C[C@@H]1Cc1ccccc1)Nc1ccc(Br)cc1,-58.7%
COc1ccc(CCNC(=O)COC(=O)C2=NNC(=O)CC2)cc1,36.6%
O=C(O)c1cccc2c1C(=O)c1ccc(N3CCN(Cc4ccc5c(c4)OCO5)CC3)cc1S2(=O)=O,9.0%
CCc1nc2ccc(C(=O)NCCc3ccccn3)cn2c1N(CC)CCOC,-6.9%
CCOC(=O)c1cc(-c2ccc(N3C(c4ccsc4)=Cc4ccccc4C3CC(C)=O)cc2)cc([N+](=O)[O-])c1 (centres undefined),2.7%
COC(=O)c1c[n+]([O-])ccc1OC,16.6%
CC(C)(C)OC(=O)N1CCC(NC(=O)c2[nH]cnc2C(=O)Nc2ccc(Br)cc2F)CC1,2.3%
CCCCN1C(=O)C(CC(=O)NCC2CCCCC2)CC(C(=O)N2CCOCC2)=C1C (centres undefined),-0.2%
Nc1ncnc2c1ncn2[C@@H]1O[C@H](C(=O)N[C@@H](CO)Cc2ccccc2)[C@@H](O)[C@H]1O,-8.8%
CN(C)C(=O)c1cccc(-c2cnc3c(NC=O)cc(-c4cccc(C(F)(F)F)c4)cn23)c1,-58.0%
CC1(C(=O)NCc2cccc3ccccc23)CCN1CCc1ccccc1 (centres undefined),-17.4%
COc1cc2c(cc1[N+](=O)[O-])-c1ccc([N+](=O)[O-])cc1C2=NO,9.3%
COc1ccc(C(=O)N2C=Cc3ccccc3C2C(N)=O)cc1 (centres undefined),3.4%
Cc1c(C(=O)NCc2ccc3c(c2)OCCO3)sc(=O)n1Cc1ccc2c(c1)OCO2,-9.1%
CNc1ccc(/C=C2\C=Cc3ccccc32)cc1OC,?
Cc1ccsc1CN(C)c1ncnc2ccc(-c3ccoc3)cc12,-6.3%
CCCCCCN1CCN(C2CN(Cc3ccc([N+](=O)[O-])cc3)S(=O)(=O)C2)CC1 (centres undefined),1.0%
CC(NCCCSc1ccccc1)C(O)c1ccc(O)cc1 (centres undefined),4.1%
OC(c1cc(Cl)cc(Cl)c1)c1ncc(-c2ccccc2C(F)(F)F)[nH]1 (centres undefined),-40.7%
Cc1noc(C)c1-c1ccc(C(=O)Nc2cccc(C(F)(F)F)c2)c2occc12,4.7%
CCOC(=O)C1=CCN(S(=O)(=O)c2ccc(F)cc2)C1c1ccc(Br)cc1 (centres undefined),-33.4%
O=C(c1ccco1)N1CCN(C2CN(Cc3ccc([N+](=O)[O-])cc3)S(=O)(=O)C2)CC1 (centres undefined),0.0%
O=C(COC(=O)C1CC(=O)N(Cc2ccccc2)C1)Nc1ccc([N+](=O)[O-])cc1Br (centres undefined),14.8%
Cc1cccc(N2CCN(C(=O)COc3noc4nc(C)cc(C)c34)CC2C)c1 (centres undefined),12.8%
CN1OC[C@@H]2CN(Cc3ccccc3)[C@H](c3ccc(-n4ccnc4)cc3)C[C@@H]21,2.1%
COc1ccccc1-c1cnc(C(O)c2ccc(Cl)cc2)[nH]1 (centres undefined),-22.0%

# Structural class: the entries above containing an aryl thioether with sulfur outside any ring (2)
SMILES,BRCA1 expr up
O=C1N2CCCCC1(Sc1ccccc1)CCC2 (centres undefined),30.8%
CC(NCCCSc1ccccc1)C(O)c1ccc(O)cc1 (centres undefined),4.1%

# The list continues.
SMILES,BRCA1 expr up
COc1ccc(C)cc1N1CC(C(=O)Nc2cccc(C(=O)NC3CC3)c2)CC1=O (centres undefined),3.5%
O=C(NCc1ccccc1)C1c2ccccc2OCC(=O)N1Cc1ccccc1 (centres undefined),6.8%
O=S1(=O)N[C@@H](Cc2ccccc2)COc2cc(N3CCN(Cc4ccccc4F)CC3)ccc21,6.5%
CN1CCN(c2ncnc3c2ncn3[C@H]2CN(Cc3ccc(-c4ccccc4)cc3)C[C@@H](CO)O2)CC1,-39.5%
COC(=O)[C@]12CCCCC=C1N(Cc1ccccc1)C(=O)[C@H](CC(=O)NCC1CCCCC1)C2,-14.4%
CN(C)c1ncnc2c1nnn2C1OC(CO)C(O)C1O (centres undefined),-55.2%
Cc1ccsc1C(=O)N1CCCC(C)(C(=O)NS(=O)(=O)C2CC2)C1 (centres undefined),0.0%
CC1=C(C(=O)N2CCOCC2)CC(CC(=O)NCCc2ccccn2)C(=O)N1Cc1ccc(F)cc1 (centres undefined),-16.0%
CN(CCOc1ccccc1)Cc1ccccc1,6.5%
Cc1ccc(CC(=O)NO)cc1,0.0%
Cc1ccc(Cl)cc1-c1cc(C(=O)NCc2ccco2)[nH]n1,14.0%
CCCCC(=O)N(C)c1c(CC)nc2c(OCC(=O)c3ccc(F)cc3)cccn12,0.2%
CCN(CC)C(=O)C1=C(C)N(CCCN2CCCC2=O)C(=O)C(CC(=O)NC2CC2)C1 (centres undefined),1.4%
CCOC1=C2CN(S(=O)(=O)c3ccc(C)cc3)[C@H](c3cccc(Cl)c3)C[C@H]2[C@H]2C(=O)N(c3ccccc3)C(=O)[C@H]2C1,-10.3%
CCn1cc(/C=C(\NC(=O)c2ccccc2OC)C(=O)N2CCOCC2)c2ccccc21,2.9%
COc1ccc(-n2sc3ccccc3c2=O)cc1,11.9%
C#CCNC(=O)C[C@@H]1C[C@@]2(C(=O)OCC)CCC=C2N(Cc2ccc3c(c2)OCO3)C1=O,16.9%
CC(C)C[C@@H](CN1CCC[C@H]1CN1C(=O)C(=O)NC[C@@H]1Cc1ccc(O)cc1)N1C[C@H](Cc2ccc(O)cc2)N(CC2CCCCCC2)C(=O)C1=O,-44.5%
C[C@@H]1CN([C@@H](C)CO)C(=O)CCCn2nncc2CO[C@@H]1CN(C)S(=O)(=O)c1ccc(-c2ccccc2)cc1,-9.6%
C=C(C)Cn1c2ccc(NC(=O)CCOCC)cc2c(=O)n1C,10.1%
OCCN1CCN(c2ncnc3c2ncn3[C@H]2CN(Cc3cccc(C(F)(F)F)c3)C[C@@H](CO)O2)CC1,-12.4%
CCc1nc2ccc(C(=O)NCCCN3CCCC3=O)cn2c1N(CC)Cc1cccc(Br)c1,-1.8%
CN1CCC(N2CCN(C3CN(Cc4cn(Cc5ccc(F)cc5)nn4)S(=O)(=O)C3)CC2)CC1 (centres undefined),21.0%
CCCCNC(=O)C1(C)CCCCN1C(=O)c1cc(-c2ccccc2)cs1 (centres undefined),-6.0%
CC(=O)Nc1cc(-c2cccnc2)cn2c(-c3cccc(C(F)(F)F)c3)cnc12,-62.4%
O=C(NCc1ccc(F)cc1F)[C@@H]1CCCN1C(=O)[C@@H]1CCCN1C(=O)c1cccc(Cl)c1,25.3%
CCCCC(O)C1=C[N+](=O)CC=C1 (centres undefined),18.3%
Nc1nc2c(ncn2[C@@H]2O[C@H](CNCc3ccc(F)c(N4CCOCC4)c3)[C@@H](O)[C@H]2O)c(=O)[nH]1,0.3%
C[C@@H]1CN([C@@H](C)CO)C(=O)CCCn2nncc2CO[C@H]1CN(C)S(=O)(=O)c1ccc(F)cc1,14.5%
CC1Cc2nc(SCC(=O)N3CCCCC3)n(C)c(=O)c2S1 (centres undefined),-2.7%
CCCCCCCCCCN(CCCCCCCCCC)c1ccc(/C=C/c2ccnc3ccccc23)cc1,2.2%
